KCNK9 inh – blocks the human KCNK9 two-pore domain potassium channel; Q9NPC2; HEK293 KCNK9, FluxOR thallium flux fluorescence; hits give low values; B-score at 10 µM; 1.2% of 310,000 active;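 active means ratio B-score over 3 SD below the library mean, with starting fluorescence within 5 SD of its mean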;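 further: negative B-score means less thallium flux so channel inhibition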
KCNQ1 act – potentiates or activates the human KCNQ1 potassium channel | P51787 | CHO-K1 KCNQ1, thallium flux FluxOR fluorescence; hits give high values | B-score at 10 µM | 0.35% of 310,000 active | AID 2648;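 active means fluorescence ratio B-score, a plate-corrected score, at least three library SD, with initial intensity B-score within 5 SD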
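System: CHO-K1 cells stably expressing KCNQ1 / Medium: assay buffer for compound exposure, DMSO matched across wells / Reagent: thallium- and potassium-containing depolarizing buffer / Compound: one concentration, matched DMSO / Incubation: 20 min compound pretreatment at room temperature / Measured by: kinetic FluxOR fluorescence, 10 s baseline plus 110 s post-stimulus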
HDAC3 inhib – human HDAC3 inhibition. recombinant HDAC3, fluorogenic peptide/trypsin coupled, fluorescence. inhibition, % at 8.3 µM. 0.15% of 320,000 active. AID 2718; in the data active means inhibition above about 26%, passing the limit was not always enough; inconclusive means no clear call, values can overlap the other calls
ANO1 block – blocks the mouse calcium-activated chloride channel TMEM16A. normalized B-score (activity score, 25-100; higher = stronger inhibition) at 10 µM. HEK293 TMEM16A/YFP iodide influx fluorescence, ionomycin. 1.2% of 310,000 active. Q8BHY3. AID 588511;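 active means ratio plate-corrected score three or more library SD toward inhibition, starting fluorescence score within five deviations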;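 further: score derived from kinetic fluorescence span divided by baseline fluorescence per well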
Target sequence (Q8BHY3 whole entry, looked up): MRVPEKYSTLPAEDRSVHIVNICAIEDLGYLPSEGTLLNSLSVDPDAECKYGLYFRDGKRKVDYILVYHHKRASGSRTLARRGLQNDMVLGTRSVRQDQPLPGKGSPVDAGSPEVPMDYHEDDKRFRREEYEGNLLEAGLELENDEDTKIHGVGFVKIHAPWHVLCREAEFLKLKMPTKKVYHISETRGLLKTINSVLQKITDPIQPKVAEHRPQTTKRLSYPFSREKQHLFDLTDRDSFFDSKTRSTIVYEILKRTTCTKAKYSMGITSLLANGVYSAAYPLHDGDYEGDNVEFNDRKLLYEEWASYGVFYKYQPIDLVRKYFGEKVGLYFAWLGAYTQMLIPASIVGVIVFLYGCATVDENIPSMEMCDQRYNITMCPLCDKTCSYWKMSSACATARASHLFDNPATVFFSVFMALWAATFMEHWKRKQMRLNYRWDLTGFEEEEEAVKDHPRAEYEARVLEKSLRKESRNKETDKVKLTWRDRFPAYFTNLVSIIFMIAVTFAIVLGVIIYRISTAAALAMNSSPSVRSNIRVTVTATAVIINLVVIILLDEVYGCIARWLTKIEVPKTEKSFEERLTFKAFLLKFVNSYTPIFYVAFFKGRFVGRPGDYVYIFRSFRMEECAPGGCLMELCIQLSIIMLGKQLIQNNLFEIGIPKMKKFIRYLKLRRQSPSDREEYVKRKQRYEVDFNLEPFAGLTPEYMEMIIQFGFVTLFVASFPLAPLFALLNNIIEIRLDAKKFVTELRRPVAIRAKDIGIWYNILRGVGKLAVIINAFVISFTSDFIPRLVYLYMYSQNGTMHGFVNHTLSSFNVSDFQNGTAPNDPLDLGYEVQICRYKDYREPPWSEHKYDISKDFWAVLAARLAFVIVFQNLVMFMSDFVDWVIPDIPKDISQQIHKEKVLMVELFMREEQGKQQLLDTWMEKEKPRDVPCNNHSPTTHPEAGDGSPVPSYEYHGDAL
KCNQ1 block – human KCNQ1 channel inhibition. CHO-K1 KCNQ1, FluxOR thallium flux fluorescence; hits give high values. P51787. B-score at 10 µM. 1.3% of 310,000 active;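 active means compounds whose thallium flux B-score, printed positive for inhibition, exceeds three library SD while starting fluorescence stays within three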;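 further: channel opened by potassium depolarization with thallium stimulus after 20 min compound exposure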
TMEM16A act – activates or potentiates the mouse TMEM16A chloride channel. B-score at 10 µM. 0.3% of 340,000 active. Q8BHY3. HEK293 TMEM16A/YFP-H148Q/I152L, iodide quench fluorescence; hits give low values. AID 623877;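 active means fluorescence-ratio B-score plate-corrected deviation score at least 3 library SD below zero, with starting fluorescence score within 5 deviations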;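 further: channel opened by trigger with iodide after compound preincubation; score built on the fluorescence ratio of max minus min over baseline; more negative score means more quench and so TMEM16A activation or potentiation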
DYRK1A inh – Dyrk1A (rat) kinase inhibition; 0.43% of 310,000 active; ADP-Glo luminescence, NFATc1 peptide; inhibition, % at 12.5 µM; Q63470; in the data active means inhibition above about 50%;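 further: plate controls were vehicle with enzyme for no effect and no enzyme for full effect; many of its hits are not listed in these tables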
KCNK3 inh – human KCNK3 channel inhibition, primary screen. B-score at 10 µM. 0.84% of 340,000 active. CHO-KCNK3 thallium flux, FluxOR fluorescence; hits give low values;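 active means B-score under library mean minus 4 SD, starting fluorescence ratio at most library mean plus 5 SD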;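 further: more negative B-score means stronger inhibition of thallium flux through KCNK3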
TRPC4 act – TRPC4 (mouse) channel activation; Q9QUQ5; HEK293 TRPC4beta/mu-opioid, Fluo4 calcium fluorescence; hits give high values; B-score at 10 µM; 0.49% of 310,000 active; AID 2237;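 active means B-score above 5 SD of library B-scores, and initial fluorescence ratio not above library mean plus 5 SD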;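 further: positive B-score marks a calcium rise read as TRPC4 activation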
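System: HEK293 cells stably co-expressing mouse TRPC4beta and mu-opioid receptor; Schedule: Fluo4 dye loading 45 min at room temperature, 110 s recording; Detection: Fluo4 fluorescence, kinetic; Evaluation: B-scored integrated calcium fluorescence ratio; Controls: buffer (low) and maximal DAMGO (high).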
hERG rescue – hERG (human) protection from proarrhythmic block; CHO-hERG, FluxOR thallium flux, dofetilide IC70 present; activation (rescue from dofetilide block), less the hit threshold, % at 10 µM; Q12809; 0.51% of 310,000 active;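 active means activation above the mean of controls blocked by dofetilide plus 5 SD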;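 further: thallium influx through hERG after potassium depolarization seen as dye fluorescence rise; in these data hits start at about 4.7%; inactives centre near -7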
TRPC4 potent – allosterically enhances the mouse TRPC4 cation channel; HEK293 TRPC4beta/mu-opioid, DAMGO EC20, Fluo-4 Ca2+ flux; hits give high values; B-score at 10 µM; 0.42% of 310,000 active;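 active means B-score of calcium response area above 5 SD of library B-scores, with initial fluorescence ratio within 5 SD of library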;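 further: B-score of integrated fluorescence ratio over time as area under calcium response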
* hit, by the source's call; i = inactive; ? = inconclusive; . = no result given. Only part of the results is shown. The share of hits here may be higher or lower than overall.

SMILES	KCNK9 inh	KCNQ1 act	HDAC3 inhib	ANO1 block	KCNQ1 block	TMEM16A act	DYRK1A inh	KCNK3 inh	TRPC4 act	hERG rescue	TRPC4 potent
CC(C)C[C@@H](CSc1ccc(Br)cc1)N1CCN(CC(C)C)CCC1=O	i	i	3	i	i	i	2	i	i	-21	i
NC(=O)CC(NC(=O)c1ccccc1)c1ccc(NCCN2CCOCC2)c([N+](=O)[O-])c1 (configuration not stated)	i	i	13	i	i	i	11	i	i	-12	i
COc1ccc2[nH]cc(C(=O)CN3CCN(C4CCCCC4)CC3)c2c1	i	i	3	i	i	i	0	i	i	-2	i
Clc1ccc(OCc2nnc3n2CCCCC3)c(Cl)c1	i	i	3	i	i	i	4	i	i	1	i
COC(=O)c1sccc1NC(=S)N1CCN(C)CC1	i	i	3	i	i	i	.	i	50*	-2	i
COc1ccc(S(=O)(=O)NNC(=O)c2csc(-n3nc(C)cc3C(F)(F)F)n2)cc1OC	i	i	1	i	i	i	.	i	i	-4	i
COC(=O)c1ccc(C)c(N(CCO)CCO)c1	i	i	-1	i	i	i	-4	i	i	-7	i
CC1=CC(C)C(/C=N/n2cnnc2)C(C)C1 (configuration not stated)	i	i	-3	i	i	i	1	i	i	-7	i
O=C(CNC(=S)N(Cc1ccccc1)Cc1cccnc1)NCCN1CCOCC1	i	i	3	i	i	i	.	i	i	-18	i
CCOc1ccc(NC(=S)Nc2cccnc2)cc1	i	i	3	i	i	i	-3	i	i	-9	i
CCCCCCNC(=O)C(=O)NCCc1ccc(Cl)cc1	i	i	-1	i	i	i	-3	i	i	-11	i
CN1C(=O)/C(=N/OC(=O)c2ccccc2)c2ccccc21	i	i	16	i	i	i	-3	i	i	2	i
CCn1c(SCC(=O)Nc2sc3c(c2C#N)CCCC3)nnc1-c1ccncc1	i	i	1	i	i	i	-4	i	i	-12	i
CCn1c(SCC(=O)NCc2ccccc2)nnc1C(CO)NC(=O)c1ccccc1 (configuration not stated)	i	i	2	i	i	i	-14	i	i	-9	i
CCOc1ccccc1N1CC(O)=C(c2nc3ccccc3s2)C1=N	i	i	3	i	i	i	14	i	i	-10	i
O=C(NCCCc1ccc(F)cc1)C1CCC(=O)N(CCCN2CCCC2=O)C1 (configuration not stated)	i	i	-11	i	i	i	1	i	i	-1	i
Cc1cc(C)n(Cc2ccc(Cl)nc2)n1	i	i	-4	i	i	i	.	i	i	-12	i
O=c1[nH]sc2ccccc12	i	13*	.	.	i	i	.	i	i	-8	i
CC(=O)Nc1ccc(S(=O)(=O)n2cnc3ccccc32)cc1	i	i	-2	i	i	i	-3	i	i	-14	i
Cc1ccc(C)c(OCCC(=O)OCC(=O)NCc2ccccc2)c1	i	i	4	i	i	i	-4	i	i	-11	i
CCCCNC(=O)c1ccc2c(c1)N(C)C(=O)c1ccccc1S2	i	i	2	i	i	i	-3	i	i	-5	i
COc1cc(/C=C/C(=O)OCC(=O)NCCc2ccccc2)cc(OC)c1OC	i	i	0	i	i	i	0	i	i	-10	i
Cc1nn(CCC(=O)O)c2nc(-c3cccnc3)cc(C(F)(F)F)c12	i	i	-32	i	i	i	2	i	i	-1	i
CC(=O)Nc1ccc(N/C=C/C(=O)c2ccc(Cl)cc2)cc1	i	i	6	i	i	i	-10	i	i	-7	i

Compound profiles (already shown). Values in the order: KCNK9 inh, KCNQ1 act, HDAC3 inhib, ANO1 block, KCNQ1 block, TMEM16A act, DYRK1A inh, KCNK3 inh, TRPC4 act, hERG rescue, TRPC4 potent
CCn1c(SCC(=O)NCc2ccccc2)nnc1C(CO)NC(=O)c1ccccc1 (configuration not stated) reads i, i, 2, i, i, i, -14, i, i, -9, i
Cc1cc(C)n(Cc2ccc(Cl)nc2)n1 reads i, i, -4, i, i, i, ., i, i, -12, i

Later entries
SMILES	KCNK9 inh	KCNQ1 act	HDAC3 inhib	ANO1 block	KCNQ1 block	TMEM16A act	DYRK1A inh	KCNK3 inh	TRPC4 act	hERG rescue	TRPC4 potent
COc1ccc(-c2nc(CS(=O)(=O)CC(=O)NCc3ccc4c(c3)OCO4)c(C)o2)cc1	i	i	0	i	i	i	-3	i	i	-7	i
COc1ccc(C(=O)N=C2SC3CS(=O)(=O)CC3N2Cc2ccc(F)cc2)cc1 (configuration not stated)	i	i	-5	i	i	i	.	i	i	-4	i
CCCOc1ccccc1/C=C(\C#N)C(=O)Nc1cccc(C)n1	i	i	9	i	i	i	4	i	i	-12	i
COc1ccc(O)c(CN2CCN(CCc3ccccc3)C(CCO)C2)c1 (configuration not stated)	i	i	-1	i	i	i	1	i	i	-13	i
CCOC(=O)c1ccc(S(=O)(=O)NCC(c2ccc(N(C)C)cc2)c2c[nH]c3ccccc23)cc1 (configuration not stated)	i	i	-5	i	i	i	4	i	i	-5	i
Cc1cc(C(C)(C)C)ccc1OCC(=O)N/N=C\c1c(C)n(C)n(-c2ccccc2)c1=O	i	i	-6	i	i	i	-1	i	i	-12	i
COc1ccc(-c2nc(SC(CC(=O)NCCN3CCOCC3)c3cccs3)n[nH]2)cc1 (configuration not stated)	i	i	5	i	i	i	2	i	i	-1	i
CC(O)c1ccc(-n2cnnn2)cc1 (configuration not stated)	i	i	-2	i	i	i	-3	i	i	-6	i
Cc1coc2c1c(C)cc1oc(=O)c(Cc3ccccc3)c(C)c12	i	i	-3	i	i	i	4	i	i	-1	i
COCCn1c(SCC(=O)Nc2cccc(C(=O)OC)c2)nc2ccccc2c1=O	i	i	3	i	i	i	6	i	i	-6	i
Cc1ccc(-n2nc(C(=O)N3CCOCC3)cc2-c2ccc(Cl)cc2)cc1	i	i	2	i	i	i	2	i	i	-15	i
Cc1ccc(C(C)C)cc1OCC(=O)Nc1ccc(N2CCCCC2)cc1	i	i	1	25*	i	i	11	i	i	1	i
CCOc1cccc2sc(N(CCN(C)C)C(=O)c3ccc(Br)s3)nc12	i	i	5	i	i	i	-5	i	i	-17	i
CC(C)CCN(C(=S)Nc1cccc(C(F)(F)F)c1)C(C)c1ccccn1 (configuration not stated)	-9.3*	i	19	25*	i	i	7	-14*	i	-16	i
Cc1ccccc1NC(=O)COC(=O)c1cccnc1	i	i	.	i	i	i	-7	i	i	0	i
CCOc1ccc(OCC(=O)Nc2ccc(OC)cc2[N+](=O)[O-])cc1	i	i	4	i	i	i	1	i	i	-4	i
O=C(c1ccc(Br)o1)N1CCC(c2nc3ccccc3[nH]2)CC1	i	i	.	i	i	i	5	i	i	-8	i
CCOC(=O)c1cc2c(=O)n3ccccc3nc2n(Cc2ccco2)c1=NC(=O)c1ccccc1OCC	i	i	-29	i	i	i	-7	-8.8*	i	-12	i
C/C(=N\Nc1nc(C)cc(-c2ccccc2)n1)c1ccccc1	i	i	6	i	i	i	.	i	i	-10	i
N#CC1(NC(=O)COC(=O)CSc2ccc(F)cc2)CCCCC1	i	i	0	i	i	i	1	i	i	-14	i
COc1ccc(S(=O)(=O)Nc2ccc(O)c3ccccc23)cc1	i	i	10	i	i	i	10	i	i	5.1*	i
O=C(Nc1cccnc1)c1ccc(COCC(F)(F)F)cc1	i	i	5	i	i	i	-3	i	i	0	i
O=C(CSc1nnc(Cc2ccccc2)n1Cc1ccccc1)NCc1ccco1	i	i	-10	i	i	i	-2	i	i	-16	i
Cc1cc(C)c(C)c(OCC(=O)N2CCN(c3ccccn3)CC2)c1	i	i	-5	i	i	i	0	i	i	-10	i

4 consecutive compounds already listed, for reference:
SMILES	KCNK9 inh	KCNQ1 act	HDAC3 inhib	ANO1 block	KCNQ1 block	TMEM16A act	DYRK1A inh	KCNK3 inh	TRPC4 act	hERG rescue	TRPC4 potent
CC(C)C[C@@H](CSc1ccc(Br)cc1)N1CCN(CC(C)C)CCC1=O	i	i	3	i	i	i	2	i	i	-21	i
NC(=O)CC(NC(=O)c1ccccc1)c1ccc(NCCN2CCOCC2)c([N+](=O)[O-])c1 (configuration not stated)	i	i	13	i	i	i	11	i	i	-12	i
COc1ccc2[nH]cc(C(=O)CN3CCN(C4CCCCC4)CC3)c2c1	i	i	3	i	i	i	0	i	i	-2	i
Clc1ccc(OCc2nnc3n2CCCCC3)c(Cl)c1	i	i	3	i	i	i	4	i	i	1	i

Further compounds follow.
SMILES	KCNK9 inh	KCNQ1 act	HDAC3 inhib	ANO1 block	KCNQ1 block	TMEM16A act	DYRK1A inh	KCNK3 inh	TRPC4 act	hERG rescue	TRPC4 potent
CCCN1C2CCCC1CC(NC(=O)c1cccc(Cl)c1)C2 (configuration not stated)	i	i	3	i	i	i	2	i	i	-4	i
CCOC(=O)N1CCC(NC(=O)CN(c2ccc(C(C)C)cc2)S(=O)(=O)c2c(C)nn(C)c2C)CC1	i	i	?	i	i	i	-8	i	i	-5	i
Cc1ccc(C)c(S(=O)(=O)NCc2ccc(C(=O)N3CCN(C)CC3)cc2)c1	i	i	-1	i	i	i	18	i	i	-8	i
O=C(Nc1cc(N2CCOCC2)ncn1)NC1(C(F)(F)F)Oc2ccc(Cl)cc2O1 (configuration not stated)	i	i	4	i	i	.	.	.	i	-9	i
Cc1cc(C)cc(NC(=O)/C(C#N)=C/c2cn(CC(=O)NCc3ccco3)c3ccccc23)c1	i	i	7	i	i	i	-1	i	i	-13	i
Cc1ccc2c(c1)c(C)c(C)n2CC(O)Cn1nc(C)cc1C (configuration not stated)	i	i	-1	i	i	i	2	i	i	-7	i
CC(=O)NCC(=O)OCC(=O)c1ccccc1	i	i	3	i	i	i	-5	i	i	-5	i
O=C(CCCOc1ccccc1)N1CCN(c2ccccc2)CC1	i	i	3	i	i	i	6	i	i	-9	i
CCN(CC(=O)NCc1ccc(F)cc1)c1ccc(S(C)(=O)=O)cc1[N+](=O)[O-]	i	i	2	i	i	i	-1	i	i	0	i
O=C(CSc1cccs1)Nc1ccc2ccccc2c1	i	i	6	i	i	i	4	i	i	-18	i
Cc1nc(NNC(=O)c2ccccc2)cc(-c2ccccc2)n1	i	i	0	i	i	i	3	i	i	-10	i
Cc1sc2nc(CSCC(=O)Nc3c(Cl)cccc3Cl)[nH]c(=O)c2c1C	i	i	-4	i	i	i	-1	i	i	-7	i
O=C(NNC(=S)Nc1ccccc1)c1cccnc1	i	i	7	i	i	i	3	i	i	-5	i
O=C(Nc1ccc(S(=O)(=O)NC2=NCCCCC2)cc1)c1ccc(C(F)(F)F)cc1	i	i	0	i	i	i	17	i	i	-15	i
O=C(O)c1ccc2c3c(cccc13)C(=O)N(OS(=O)(=O)c1ccccc1)C2=O	i	i	2	i	i	i	12	i	i	-11	i
Cc1c(Cl)cccc1NC(=O)CSc1nnc(CCNC(=O)OC(C)(C)C)o1	i	i	10	i	i	i	7	i	i	-13	i
Cc1ccc(-n2nc3c(N4CCC(C(=O)NCc5ccccc5C)CC4)nnc(C)c3c2C)cc1	i	i	1	i	7*	i	0	i	i	-9	i

From PubChem
